Assay outcomes as filed in PubChem.
PKA-R2B act: activators of human PKA-R2B complex; PKA-R2B holoenzyme dissociation, Cy5-IP20 fluorescence polarization; R2B truncated from residue 108, S112A mutant; 0% DMSO only, 100% 113 µM cGMP; AID 504700; P22694+P31323; activation, % at 11.4 µM; 0.079% of 340,000 active;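 active = activation above a cutoff set at the mean over all compounds plus 3 SD, cut at about 18% in these data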;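 also: higher means more holoenzyme dissociation and a rise in polarization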
Target sequence (P31323 whole entry, looked up, other chains not shown, the tested form may be a part): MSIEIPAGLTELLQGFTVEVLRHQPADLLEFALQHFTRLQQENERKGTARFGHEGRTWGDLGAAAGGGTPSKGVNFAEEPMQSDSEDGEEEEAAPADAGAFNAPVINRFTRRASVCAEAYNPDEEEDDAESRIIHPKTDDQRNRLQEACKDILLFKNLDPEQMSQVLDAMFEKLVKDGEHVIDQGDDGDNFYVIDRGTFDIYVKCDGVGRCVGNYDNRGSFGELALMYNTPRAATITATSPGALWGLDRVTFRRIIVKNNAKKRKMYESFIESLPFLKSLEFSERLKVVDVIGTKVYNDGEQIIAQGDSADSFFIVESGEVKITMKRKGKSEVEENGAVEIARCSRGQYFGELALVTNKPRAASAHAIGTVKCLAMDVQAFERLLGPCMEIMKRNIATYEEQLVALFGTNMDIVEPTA
DAGLB inh: blocks human DAGLB lipase activity | Q8NCG7 | HEK293T DAGLB membrane lysate, EnzChek fluorogenic substrate | inhibition, % at 5.17 µM | 0.059% of 340,000 active | AID 504411; in the data active = inhibition above about 34%;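 also: 0% = enzyme with vehicle and 100% = wells lacking enzyme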
NSD2 inh: blocks human histone methyltransferase NSD2; O96028; NSD2 peptide methylation, AlphaScreen, 120 min; inhibition, % at 12.5 µM; 0.54% of 310,000 active; in the data active = inhibition above about 50%
SR-BI uptake up: enhances SR-BI lipid uptake from DiI-HDL. activation, % at 12.5 µM. CHO ldlA[mSR-BI] cells, DiI-HDL uptake fluorescence, 3 h; 100 = double the neutral-control signal. 0.096% of 320,000 active;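 active = mean replicate activation of at least 60% and every replicate at or above 60%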;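 also: 0% = median plate neutral-control signal and 100% = twice that signal; values of inactives mirror those of a sister screen read the other way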
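System: CHO ldlA[mSR-BI] cells / Medium: HEPES-buffered (25 mM, pH 7.4) F12 plus 0.5% BSA / Probe or stimulus: labelled HDL, 10 µg/mL / Doses: single compound concentration, delivered by pin transfer / Schedule: 3 h, 37 °C / Measured by: DiI fluorescence, bottom read / Measure: cell-associated DiI fluorescence as measure of HDL uptake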
RTF Ca sens inh: cardiac RTF calcium desensitization. P19429+P45379. IANBD-labeled cardiac RTF, Ca2+ fluorescence. inhibition, % at 7.15 µM. 0.12% of 340,000 active. AID 493244;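 active = inhibition above the mean inhibition of all tested compounds plus 3 SD, cut at about 17% in these data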;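 also: assay run at fixed EC70 calcium of 1.6 mM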
LANA DNA inh: blocks KSHV LANA C-terminal domain binding to DNA; AID 504423; MBP-C-LANA/FAM-LBS DNA binding, fluorescence polarization; inhibition, % at 9 µM; 0.078% of 340,000 active;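 active = highest replicate inhibition at or above 60% at 9 µM, even if other replicates fall short; inactive = all replicates below 60% inhibition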;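 also: 0% = neutral control wells and 100% = 4 µM acridine orange control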
Arr AP2 block: blocks beta-arrestin peptide binding to AP2 adaptin | FITC-arrestin peptide / GST-AP2 beads, flow cytometry; AP2 beta2 appendage carries R879A mutation | inhibition, % at 10 µM | 0.31% of 340,000 active | AID 504490;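 active = inhibition above a set limit, near 3 SD of compounds lacking own fluorescence, cut at about 54% in these data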;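 also: plate controls were DMSO wells for no effect and 5 µM unlabelled arrestin peptide for full effect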
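Measured by: flow cytometry, FL1 (488/535 nm); Material: AP2 appendage R879A on GSH beads; Evaluation: percent response; Timing: pre-incubation 12 min, peptide binding 1 h, room temperature; Also added: 50 nM FITC-arrestin peptide; Medium: PBS with 0.05% Tween 20 and 0.1% BSA.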
SR-BI DiI inh: inhibitors of mouse SR-BI mediated HDL lipid uptake. 0.96% of 320,000 active. AID 488896. inhibition, % at 12.5 µM. Q61009. ldlA[mSR-BI] CHO cells, DiI-HDL uptake fluorescence, 3 h;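 active = mean replicate inhibition of at least 70% and a set share of replicates each scoring 70 or more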;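 also: 0% = median of neutral control wells and 100% = median of positive control wells; values of inactives mirror those of a sister screen read the other way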
Target sequence (Q61009 whole entry, looked up): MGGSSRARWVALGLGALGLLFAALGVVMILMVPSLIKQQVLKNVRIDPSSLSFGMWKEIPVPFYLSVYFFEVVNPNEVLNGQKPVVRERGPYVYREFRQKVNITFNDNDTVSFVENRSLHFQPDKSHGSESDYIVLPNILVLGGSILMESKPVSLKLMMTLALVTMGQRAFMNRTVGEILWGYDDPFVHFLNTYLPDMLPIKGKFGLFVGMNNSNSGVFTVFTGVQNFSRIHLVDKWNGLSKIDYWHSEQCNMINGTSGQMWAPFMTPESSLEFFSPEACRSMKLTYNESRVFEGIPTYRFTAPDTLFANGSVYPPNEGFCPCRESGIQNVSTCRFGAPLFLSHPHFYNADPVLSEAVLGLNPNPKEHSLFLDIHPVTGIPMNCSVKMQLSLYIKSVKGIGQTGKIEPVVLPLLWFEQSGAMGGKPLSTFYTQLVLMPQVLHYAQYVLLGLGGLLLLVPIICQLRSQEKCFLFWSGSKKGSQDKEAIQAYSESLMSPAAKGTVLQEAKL
PvdQ acylase: P. aeruginosa PvdQ acylase inhibition; 0.063% of 340,000 active; purified PvdQ acylase, fluorescence plate reader; AID 488965; inhibition, % at 10 µM; in the data active = inhibition above about 30%, passing the limit was not always enough;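 also: 0% = vehicle neutral wells and 100% = reference inhibitor wells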
Keap1-Nrf2 PPI: inhibitors of human Keap1-Nrf2 protein-protein interaction | inhibition, % at 9.4 µM | Q14145 | Keap1 Kelch-Nrf2 peptide fluorescence polarization, 1536-well | 0.15% of 340,000 active; in the data active = inhibition above about 12%;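 also: human Keap1 Kelch domain with fluorescein labeled Nrf2 9mer peptide probe; 0% = neutral control wells and 100% = peptide positive control; higher means more block of Keap1 binding to Nrf2 peptide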
Starred values were filed as active, the others as inactive; . = not tested or not shown.

1) CC(C)(C)OC(=O)NCC(=O)NCC(=O)OCc1ccccc1
2) O=c1cc(-c2ccc(O)cc2)oc2ccc(O)cc12
3) CC(=O)Nc1ccc(S(=O)(=O)Nc2cccc(C(=O)Nc3ccccc3C(=O)O)c2)cc1
4) CN1C(=O)CSC1=NC12CC3CC(CC(C3)C1)C2
5) O=C(/C=C/c1ccccc1)NC(=S)Nc1ncccn1
6) COc1ccc(Cl)cc1NC(=O)c1cc(-c2cc(C)ccc2O)n[nH]1
7) Nc1nonc1C(=O)NCCc1ccccc1
8) O=[N+]([O-])c1cccc(/C=N/n2cnnc2)c1

compound no.,1,2,3,4,5,6,7,8
PKA-R2B act,-2,-11,2,-5,-3,0,-3,1
DAGLB inh,0,12,3,-4,0,-2,0,2
NSD2 inh,.,0,3,-4,-1,-3,.,7
SR-BI uptake up,23,.,32,14,-8,.,10,10
RTF Ca sens inh,-9,6,-2,-10,-2,-2,-1,-6
LANA DNA inh,-0.4,-0.5,-1.8,2.2,-1.1,-0.5,-0.2,2.3
Arr AP2 block,-7,21,-4,-10,11,26,1,-20
SR-BI DiI inh,-23,.,-32,-14,8,.,-10,-10
PvdQ acylase,-17,-2,0,-15,-11,2,-22,-12
Keap1-Nrf2 PPI,-2,-3,1,0,-1,-1,-3,-6

9) COc1cc(/C=C(\C#N)C(=O)Nc2ccc3ccccc3c2)c([N+](=O)[O-])cc1OC
10) Cc1nn2c(N)c(C#N)cnc2c1-c1ccc(Cl)cc1
11) CCOc1ccccc1C(=O)N(C)CC(=O)Nc1ccc(OC)cc1
12) COc1ccc(NC(=O)NCc2ccccn2)cc1
13) CCOC(=O)C1CCCN(C(=O)c2ccc(C)c([N+](=O)[O-])c2)C1 (configuration not stated)
14) CCOC(=O)c1sc2ncnc(OC)c2c1C
15) COCCNC(=O)/C(C#N)=C/c1ccc(-c2ccc(OC)cc2[N+](=O)[O-])o1
16) O=C1NC(=S)S/C1=C/c1ccc(N2CCOCC2)o1

compound no.,9,10,11,12,13,14,15,16
PKA-R2B act,-3,6,-15,1,-10,7,-19,9
DAGLB inh,2,4,0,-1,-1,-3,-1,2
NSD2 inh,0,-1,-2,-2,-3,-6,-3,20
SR-BI uptake up,-51,-3,5,29,8,-18,-39,32
RTF Ca sens inh,-3,1,-1,-2,6,-5,-6,-5
LANA DNA inh,-1.5,0.0,0.1,-1.8,0.4,1.3,3.0,-14
Arr AP2 block,4,8,41,-8,0,16,17,32
SR-BI DiI inh,51,3,-5,-29,-8,18,39,-32
PvdQ acylase,7,9,4,-3,1,-3,8,-1
Keap1-Nrf2 PPI,-1,-5,0,-1,-10,5,2,-16

17) COc1ccc(C(=O)Nc2ccccc2C(=O)NC(Cc2ccc(O)cc2)C(=O)NNC(=O)c2ccccc2)cc1 (configuration not stated)
18) O=C(NCc1ccc(OC(F)(F)F)cc1)C1CC(c2ccccc2[N+](=O)[O-])=NO1 (configuration not stated)
19) O=C(c1ccccc1)N1CCN(C(=S)NCc2ccco2)CC1
20) CCOc1ccc(N(CC(=O)OC)S(=O)(=O)c2ccc3c(c2)n(C)c(=O)c(=O)n3C)cc1
21) Fc1cccc(Cl)c1CSc1nnnn1-c1ccc2c(c1)OCO2
22) O=C1CC(=O)Nc2cc(S(=O)(=O)N3CCN(c4cccc(C(F)(F)F)c4)CC3)ccc2N1
23) CCOc1ccc(/C=C/c2nc(C#N)c(NCCCN(C)C)o2)cc1
24) CCOc1ccccc1N1CCN(C(=O)c2c(CC)noc2C)CC1

compound no.,17,18,19,20,21,22,23,24
PKA-R2B act,-6,-12,-5,11,-16,0,3,-8
DAGLB inh,4,-1,0,2,-6,-2,1,2
NSD2 inh,2,.,11,.,-4,4,-3,0
SR-BI uptake up,19,7,9,22,10,12,1,-13
RTF Ca sens inh,-3,-4,-19,-8,1,1,0,7
LANA DNA inh,1.4,-2.8,3.7,-0.1,0.4,-0.9,-0.3,.
Arr AP2 block,9,-2,-24,6,18,12,14,-1
SR-BI DiI inh,-19,-7,-9,-18,-10,-12,-1,13
PvdQ acylase,-4,-1,-12,-10,14,-6,-33,-15
Keap1-Nrf2 PPI,-5,-1,-8,1,-6,1,-5,.

Fetched by compound from above:
20) CCOc1ccc(N(CC(=O)OC)S(=O)(=O)c2ccc3c(c2)n(C)c(=O)c(=O)n3C)cc1
19) O=C(c1ccccc1)N1CCN(C(=S)NCc2ccco2)CC1

compound no.,20,19
PKA-R2B act,11,-5
DAGLB inh,2,0
NSD2 inh,.,11
SR-BI uptake up,22,9
RTF Ca sens inh,-8,-19
LANA DNA inh,-0.1,3.7
Arr AP2 block,6,-24
SR-BI DiI inh,-18,-9
PvdQ acylase,-10,-12
Keap1-Nrf2 PPI,1,-8

(listing goes on)
25) O=C(COc1ccccc1[N+](=O)[O-])N1CCN(S(=O)(=O)c2ccccc2)CC1
26) Cc1[nH]c2ccccc2c1C(=O)CN1CCC2(CC1)OCCO2
27) O=C1c2ccccc2C(Nc2ccc(F)c(Cl)c2)N1Cc1ccco1 (configuration not stated)
28) COCCn1nnnc1C(c1ccccc1)N1CCN(c2ccccc2)CC1 (configuration not stated)
29) N/C(=N\OCc1ccc([N+](=O)[O-])cc1)c1ccccn1
30) Cc1ccc(C(=O)C(C)OC(=O)C2CC(=O)N(C3CCCCC3)C2)cc1 (configuration not stated)
31) CC1CCN(C(=O)CSc2nc3c(cnn3-c3ccccc3)c(=O)[nH]2)CC1
32) Cn1nnnc1SCC(=O)NC(=O)Cc1ccccc1

compound no.,25,26,27,28,29,30,31,32
PKA-R2B act,0,-5,10,-14,.,-6,2,-4
DAGLB inh,0,-3,6,-2,.,-1,5,1
NSD2 inh,0,4,.,-3,1,-2,.,4
SR-BI uptake up,4,13,-13,0,25,10,14,0
RTF Ca sens inh,11,-1,2,7,.,-4,-6,-15
LANA DNA inh,1.6,1.3,-1.5,1.1,2.2,-0.1,0.1,-1.8
Arr AP2 block,18,2,-5,-2,-14,-3,2,-5
SR-BI DiI inh,-4,-13,13,0,-25,-10,-14,0
PvdQ acylase,6,2,-3,-9,-13,-12,-10,-16
Keap1-Nrf2 PPI,2,1,-7,-3,3,-3,-3,-3

33) Nc1nc(NCCO)nc(NCC2CCCO2)c1[N+](=O)[O-] (configuration not stated)
34) O=C(COC(=O)/C=C/c1cc(Br)ccc1F)NC1CC1
35) Cc1c(/C=N/n2cnnc2)c2ccccc2n1C
36) Cc1nn(C(C)C(=O)NCCCN(Cc2ccccc2)C(C)C)c(=O)c2c1sc1ccccc12 (configuration not stated)
37) O=C(c1ccco1)N1CCN(Cc2cc(=O)c(OCc3cccc(Cl)c3)co2)CC1
38) Cc1ccc2cc(C(c3nnnn3C3CCCC3)N3CCN(c4ccc(F)cc4)CC3)c(=O)[nH]c2c1 (configuration not stated)
39) NC(=O)CC1(CC(=O)O)CCCCC1
40) COC(=O)c1c(NC(=O)CN(c2ccc(C)c(C)c2)S(C)(=O)=O)sc2c1CCCC2

compound no.,33,34,35,36,37,38,39,40
PKA-R2B act,-6,0,-5,-5,2,-9,-4,-2
DAGLB inh,-3,-2,-4,0,-1,4,-3,0
NSD2 inh,0,-2,-5,-1,0,9,1,-2
SR-BI uptake up,9,7,32,6,25,-15,-1,38
RTF Ca sens inh,-3,-6,-8,-3,-7,-3,-13,5
LANA DNA inh,1.5,-2.4,-0.8,-0.3,1.9,0.8,0.6,-1.1
Arr AP2 block,2,27,3,-5,13,8,-9,-3
SR-BI DiI inh,-9,-7,-32,-6,-25,15,1,-38
PvdQ acylase,6,-1,2,-12,-11,-14,-9,-14
Keap1-Nrf2 PPI,-2,-1,0,1,2,-5,1,-5

41) CCOC(=O)c1c(=O)n(O)c2ccc(OC)cc2[n+]1[O-]
42) C=C(C)C(=O)Nc1cccc(C2=NOC3(C2)C[C@@H](C(N)=O)N(C(=O)/C=C/CC)C3)c1 (some centres not stated)
43) O=C(O)c1ccc(Oc2ccc(S(=O)(=O)c3ccc(C(=O)O)c(C(=O)O)c3)cc2)cc1
44) COc1ccc(OCC(O)Cn2c(=N)n(Cc3ccccc3)c3ccccc32)cc1 (configuration not stated)
45) CCOC(=O)[C@@H]1[C@H]2COc3cc(OC)ccc3[C@H]2N2C(=O)N(c3ccc(C)cc3)C(=O)[C@]12C
46) c1ccc(CCC2CCCCN2Cc2nc(-c3ccc4c(c3)OCO4)no2)nc1 (configuration not stated)
47) Cc1ccc(S(=O)(=O)C(C)C(=O)c2ccc3c(c2)OCCO3)cc1 (configuration not stated)
48) CCOC(=O)c1cc(C#N)c(N2CCCC2)nc1-c1ccccc1

compound no.,41,42,43,44,45,46,47,48
PKA-R2B act,5,-2,-3,-4,-6,-4,-1,-6
DAGLB inh,-3,0,-1,-1,-2,-3,-4,-16
NSD2 inh,1,.,13,10,.,5,-1,-18
SR-BI uptake up,.,-18,5,-40,5,9,3,-15
RTF Ca sens inh,-17,-5,0,1,-8,7,-7,5
LANA DNA inh,26,32,0.2,-1.1,0.7,1.6,-0.5,-0.2
Arr AP2 block,0,-5,7,-2,-3,4,-1,-7
SR-BI DiI inh,.,18,-5,40,-5,-9,-3,15
PvdQ acylase,-2,-3,-2,-14,-8,-12,2,-14
Keap1-Nrf2 PPI,19*,-6,-1,-7,2,-3,1,-3

49) Cc1cc(NCc2ccccc2)nc2ccccc12
50) Cc1ccc(C)c2[nH]c(=O)c(CN(CC3CCCO3)C(=S)NCc3ccco3)cc12 (configuration not stated)
51) CC(C)(C)c1ccc(C(=O)NCC(=O)OCc2ccc([N+](=O)[O-])cc2)cc1
52) C#CCOc1c(Cl)cc(/C=N/NC(N)=S)cc1OCC

compound no.,49,50,51,52
PKA-R2B act,1,-3,-18,-4
DAGLB inh,-2,3,-5,1
NSD2 inh,-6,9,-3,-1
SR-BI uptake up,-9,.,12,-36
RTF Ca sens inh,0,4,-10,7
LANA DNA inh,0.2,-1.7,1.3,1.3
Arr AP2 block,6,14,5,11
SR-BI DiI inh,9,.,-12,36
PvdQ acylase,-9,-2,-6,6
Keap1-Nrf2 PPI,0,-8,-6,-3

Four entries out of the list, arranged by molar mass, descending:
46) c1ccc(CCC2CCCCN2Cc2nc(-c3ccc4c(c3)OCO4)no2)nc1 (configuration not stated)
51) CC(C)(C)c1ccc(C(=O)NCC(=O)OCc2ccc([N+](=O)[O-])cc2)cc1
47) Cc1ccc(S(=O)(=O)C(C)C(=O)c2ccc3c(c2)OCCO3)cc1 (configuration not stated)
49) Cc1cc(NCc2ccccc2)nc2ccccc12

compound no.,46,51,47,49
PKA-R2B act,-4,-18,-1,1
DAGLB inh,-3,-5,-4,-2
NSD2 inh,5,-3,-1,-6
SR-BI uptake up,9,12,3,-9
RTF Ca sens inh,7,-10,-7,0
LANA DNA inh,1.6,1.3,-0.5,0.2
Arr AP2 block,4,5,-1,6
SR-BI DiI inh,-9,-12,-3,9
PvdQ acylase,-12,-6,2,-9
Keap1-Nrf2 PPI,-3,-6,1,0
